DRD3 agonist = D3 dopamine receptor (human) agonism. P35462. AID 652048. D3R DiscoveRx beta-arrestin cells, luminescence, 90 min. max activation, %. hit rate 0.58% among 410,000; in the data active means max activation above about 30%; further: 0% is about no effect; mostly tested at two doses, the higher about 12 µM
Target sequence (P35462 whole entry, looked up): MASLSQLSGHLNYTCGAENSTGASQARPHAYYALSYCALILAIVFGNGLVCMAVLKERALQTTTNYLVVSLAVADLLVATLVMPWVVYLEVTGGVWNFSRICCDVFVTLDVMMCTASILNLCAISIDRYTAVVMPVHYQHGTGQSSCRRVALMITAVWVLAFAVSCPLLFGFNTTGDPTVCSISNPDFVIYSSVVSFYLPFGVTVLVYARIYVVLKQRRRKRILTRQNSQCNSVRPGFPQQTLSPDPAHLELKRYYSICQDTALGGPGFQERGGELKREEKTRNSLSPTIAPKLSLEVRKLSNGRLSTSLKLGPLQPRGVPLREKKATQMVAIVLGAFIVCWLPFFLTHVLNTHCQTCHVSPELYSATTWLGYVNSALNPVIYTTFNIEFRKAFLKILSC
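Agonist mode: compounds and dopamine controls were applied to plated cells for 90 min at 37 degrees C after an overnight attachment at 1500 cells/well. Luminescent read-out followed 30 - 60 minutes at room temperature with DiscoveRx detection reagent.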
aSyn yeast inh = inhibitors of alpha-synuclein toxicity in yeast; Yeast expressing alpha-synuclein, growth rescue, BacTiter-Glo, 24 h; Potency, µM (titrated, usually from 46.1 µM), without a hit: top-dose growth rescue (activation), usual class: activators; hit rate 0.14% among 370,000; AID 652106; further: potency means the concentration at half of the fitted maximal effect; % of control where 0% means no effect; nearly all actives have a fitted effect of over 65% in size
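Galactose-induced alpha-syn yeast (OD600=0.02, raffinose-pregrown) + pinned cpd, 24 hr, 30 deg C; growth by BacTiter-Glo luminescence. Growth restoration scores as activation.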
GLP1R cytotox = cytotoxic in the GLP-1 receptor inverse agonist counter-screen; HEK293 cAMP-luciferase reporter cells, luminescence, 24 h; Potency, µM (highest dose often 38.3 µM), inactives show top-dose activity change, negative = inhibition, hits mostly inhibitors; hit rate 0.13% among 410,000;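 further: loss of luciferase light is scored as toxicity; potency means the concentration at half of the fitted maximal effect; on the % scale 0 is the no-effect control and ±100 the full control effect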
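Compound-treated cells are incubated 24 hr at 37 deg C under 5% CO2 after a 12 hour attachment period, then luciferase detection reagent is added and luminescence is measured following 12 min at room temperature; lowered signal indicates toxicity.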
DRD3 antagonist = blocks the human D3 dopamine receptor; P35462; D3R cells, DiscoveRx beta-arrestin luminescence, antagonist mode; active compounds read low; max response, negative = inhibition, %; hit rate 2.5% among 360,000; in the data active means max response below about -50%; inconclusive means no clear call, values can overlap the other calls; further: on the % scale 0 is the no-effect control and ±100 the full control effect; mostly tested at two doses, the higher about 12 µM
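Cells plated overnight at 1500 cells/well, then exposed to library compounds with dopamine controls for 90 minutes at 37 degrees C. DiscoveRx reagent added for 30–60 minutes at room temperature; luminescence read, quantitative HTS format.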
GLP1R ag = activates the human GLP-1 receptor; P43220; HEK293 GLP-1R CRE-luciferase, luminescence, 4-6 h; cells express a hypersensitive GLP-1R form; Potency, µM (top dose mostly 45.6 µM), inactives show at the top dose activation, actives largely listed as activators; hit rate 0.007% among 380,000; AID 624172; further: potency means the concentration at half of the fitted maximal effect; % of control where 0% means no effect
Target sequence (P43220 whole entry, looked up): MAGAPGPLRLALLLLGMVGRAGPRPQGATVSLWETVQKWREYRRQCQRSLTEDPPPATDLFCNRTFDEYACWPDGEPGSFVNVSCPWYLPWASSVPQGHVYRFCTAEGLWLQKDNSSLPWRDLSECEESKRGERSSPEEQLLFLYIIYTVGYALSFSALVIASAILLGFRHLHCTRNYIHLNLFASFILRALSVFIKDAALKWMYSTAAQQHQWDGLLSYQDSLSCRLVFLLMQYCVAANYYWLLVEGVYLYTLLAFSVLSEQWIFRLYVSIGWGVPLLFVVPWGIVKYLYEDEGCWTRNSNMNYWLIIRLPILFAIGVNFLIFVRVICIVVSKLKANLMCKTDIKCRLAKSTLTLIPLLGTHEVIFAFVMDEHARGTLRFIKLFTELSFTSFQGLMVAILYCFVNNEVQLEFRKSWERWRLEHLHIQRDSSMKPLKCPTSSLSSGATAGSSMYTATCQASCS
TDP43 rescue = TDP-43 toxicity inhibition in yeast; TDP-43 expressing yeast growth rescue, BacTiter-Glo, 24 h; Potency, µM (titrated, usually from 46.1 µM), for the others: top-dose growth rescue (activation), usual class: activators; hit rate 1.8% among 410,000; AID 652104; further: potency means the concentration at half of the fitted maximal effect; % of control where 0% means no effect; nearly all actives have a fitted effect of over 50% in size
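Luminescence from BacTiter-Glo reports growth of TDP-43-expressing yeast after 24 hr at 30 deg C with compound. Cells were raffinose-pregrown to mid-log, then seeded in galactose medium at OD600=0.02.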
PTHR1 ag = agonists of human PTHR1 parathyroid hormone receptor | HEK293 GP2 PTHR1 cells, GloSensor cAMP luminescence, 1 h | hit rate 0.075% among 410,000 | AID 743266 | Potency, µM (series often up to 115 µM), for the others: at the highest dose activation, hits mostly activators | Q03431; further: potency means the concentration at half of the fitted maximal effect; nearly all actives have a fitted effect of over 55% in size; some results filed as inactive show a strong effect at the top dose; inactives centre near -15; many of its hits are not listed in these tables
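HEK-293-derived GP2 cells expressing PTHR1 and a GloSensor cAMP reporter, 3,000/well, plated overnight, given luciferin plus IBMX (each 0.5 mM as added) for 1 h at 37 °C, then compound for 1 h at 37 °C. Luminescence was read after 15 min at room temperature.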
GLP1R inv ag = GLP-1 receptor (human) inverse agonism; P43220; HEK293 GLP-1R CRE-luciferase, luminescence, 24 h; GLP-1R form is constitutively active; Potency, µM (titrated, usually from 38.3 µM), for inactives: at the top dose activity change, negative = inhibition, most hits filed as inhibitors; hit rate 1.6% among 410,000; AID 624417; further: potency means the concentration at half of the fitted maximal effect; on the % scale 0 is the no-effect control and ±100 the full control effect; nearly all actives have a fitted effect of over 55% in size
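Seeding at 200 cells/uL, 12 h culture, 24 hr compound treatment, then luciferase reagent and a luminescence read; cells are HEK293 stably expressing a constitutively active GLP-1R plus cAMP-responsive luciferase.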
KB-V1 cytotox = kills drug-selected multidrug resistant KB-V1 cells. KB-V1 MDR cells viability, CellTiter-Glo, 72 h. Potency, µM (doses to about 46.1 µM), inactives show at the top dose activity change, negative = cytotoxicity, usual class: cytotoxic. hit rate 3.4% among 400,000; further: potency means the concentration at half of the fitted maximal effect; on the % scale 0 is the no-effect control and ±100 the full control effect; nearly all actives have a fitted effect of over 60% in size
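Cells of the MDR subline KB-V1 are plated, dosed with compound at multiple concentrations, and incubated 72 h at 37 degrees C; CellTiter-Glo is then added and luminescence read after 10 min.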
* marks the source's active call; other numbers are inactive results; i = inactive; ? = inconclusive; · = not tested or not shown; & = joins results of further samples; [ ] = another dose, or the depositor's remark. Unless noted, the call rests on the fitted dose curve; in most records, active means well fitted curve in the direction sought with a large enough effect; inconclusive means small, poorly fitted or top-dose-only effect, or another doubt; inactive means no such curve, though single readings can be large; an effect the other way counts as inactive or inconclusive. This is a subset; rates above refer to the full screens.

SMILES	DRD3 agonist	aSyn yeast inh	GLP1R cytotox	DRD3 antagonist	GLP1R ag	TDP43 rescue	PTHR1 ag	GLP1R inv ag	KB-V1 cytotox
N#Cc1c(C(F)(F)F)cc(-c2ccc(Cl)cc2)nc1SCC(=O)O	-5	-7%	11%[7.66 µM]	-12	-3%	-3%	-5%	-14%[7.66 µM]	?
Cc1nc(N)sc1-c1csc(Nc2ccc(Cl)cn2)n1	21	0%	-9%	-4	?	-10%	-4%[57.5 µM]	82%[activator]	18µM*
CCOC(=O)CNC(=O)CSc1ncnc2c1cnn2-c1ccc(C)cc1	0	0%	9%	1	6%	-12%	-11%[57.5 µM]	-6%	-3%
Cc1c(-c2ccc(Cl)cc2)c(=O)oc2c(CN3CCOCC3)c(O)ccc12	2	·	13%	·	·	31%	-15%	7%	·
CCOc1ccccc1CNCc1c(C(=O)O)n(Cc2ccc(F)cc2)c2cc(C)ccc12	2	·	1%	·	-2%	11%	-1%	4%	?
O=c1[nH]cccc1-c1nc2cc(Cl)ccc2n1Cc1ccccc1	-2	-9%	3%	-22	2%	1%	-16%	-12%	15%
CN1CCN(c2ccc(C(F)(F)F)cc2NC(=O)Nc2ccccc2)CC1	-6	-2%	?	-3	-4%	-9%	-9%	?	-2%
COc1cc(OC)c(S(=O)(=O)NC(C)C)cc1C(=O)O	-8	0%	5%	11	-6%	14%	i	-7%	0%
CCOC(=O)c1nn(-c2ccccc2F)c2nc(Nc3ccccc3)cc(=O)n12	4	-1%	-10%	-14	14%	15%	i	-1%	-13%
Cc1ccc(S(=O)(=O)c2nc(/C=C/c3ccccc3)oc2N2CCC(C(N)=O)CC2)cc1	2	0%	-4%	11	-2%	1%	-5%	-20%	2%
COc1ccc(Oc2nc(-c3ccccc3)ncc2S(=O)(=O)c2ccccc2)cc1	-6	-9%	-15%	?	-7%	-2%	i	10%	-3%
CCOC(=O)c1ccc(NC(=O)c2ccc(NC(=O)C3CCCO3)cc2)cc1 (stereo not given)	2	-3%	1%	9	12%	-2%	-31%[inhibitor]	-25%	-1%
CN(C)C(=O)c1ccc(-c2cc3onc(-c4ccccc4)c3c(=O)n2C)cc1	8	-4%	3%	-14	-5%	5%	-93%[inhibitor]	4%	?
CC(C)OCCCN1C(=O)c2[nH]nc(-c3ccccc3O)c2C1c1cccc(OCc2ccccc2)c1 (stereo not given)	30*	·	-12%	·	·	0%	-14%	?	?
COc1ccc(NC(=O)c2ccc3oc(=O)c(S(=O)(=O)c4ccc(C)cc4)cc3c2)cc1OC	-6	·	23%	·	·	-2%	-10%	3%	6%
C[C@H](O)[C@@H]1C(=O)N2CCc3c([nH]c4ccccc34)[C@@H]2C[C@@H]1N(C)Cc1ccc(Cl)cc1	-14	-1%	-23%	-21	-5%	?	-11%	?	-2%
CCOc1ccc(C(=O)Nc2ccc(N3CCN(C)CC3)cc2)cc1[N+](=O)[O-]	-2	2%	3%	-22	32%	-10%	i	?	-1%
CCCOc1ccc(CNC(=O)Cn2c(=O)oc3ccccc32)cc1	5&3	4%	-1%&-34%	-3	7%	26%&24%	-14%&-25%	-22%&-23%	13%&-1%
CCCCCCN1C[C@H](n2cc(-c3ccc(F)cc3)nn2)[C@@H](O)C[C@@H]1c1ccc(C)cc1	4	3%	-7%	-3	-1%	2%	-87%[inhibitor]	-10%	?
O=C(Nc1ccccc1-c1ccccc1)C1CCC1	-2	1%	11%	-3	11%	11%	i	-19%	0%
CC(=O)Nc1ccc(N=C(C2=C(O)c3ccccc3C2=O)c2ccccc2)cc1	-1	-4%	?	-21	-2%	-6%	-61%[inhibitor]	-28%	-9%
COc1ccc(OC)c(C2=NS(=O)(=O)N(C)C(C(=O)N3CCC4(CC3)OCCO4)=C2)c1	1	3%	8%	4	8%	-1%	i	3%	-20%
CCCCC(CCC(=O)O)(C(=O)OCC)c1csc(Nc2ccccc2)n1 (stereo not given)	-8	1%	-6%	1	4%	-24%	-7%	1%	-20%
O=C(c1ccccc1F)N1CCN(c2cccc(C(F)(F)F)c2)CC1	1	6%	-4%	33	-4%	?	-16%[57.5 µM]	0%	?
CC(C)c1ccc(/C=C/C(=O)Nc2ccc(CN3CCOCC3)cc2)cc1	3	4%	?	6	-11%	-23%	-61%[inhibitor]	?	16µM*
CCOC(=O)C(C)Oc1ccc(OCc2ccccc2)cc1 (stereo not given)	-2	0%	0%	-3	10%	0%	i	12%	-1%
Cc1cc(NC(=O)c2ccc3c(c2)C(=O)N(c2cccc(C)c2C)C3=O)no1	-1	5%	3%	7	-9%	3%	-24%	14%	5%
CC1CCN(CC(O)COC2CCC(C(C)(C)C)CC2)CC1 (stereo not given)	-16	11%	6%	-56*	1%	-8%	-9%[57.5 µM]	?	-25%
CCOC(=O)C1CCCN(C(=O)c2cc3c(Cl)nc4ccccc4c3s2)C1 (stereo not given)	5	·	2%	·	·	?	i	27%	11%
O=C(N[C@@H](Cc1ccccc1)C(=O)O)c1cccnc1	-3	2%	-1%	36	-1%	-2%	-18%	17%	0%
Cc1ccc(-c2nc(CS(=O)CC(=O)NC3CCCCC3)c(C)o2)cc1 (stereo not given)	1	10%	-9%	13	-3%	1%	i	?	-3%
CC(=O)OCn1ncc(N2CCOCC2)c(Br)c1=O	1	1%	1%	5	5%	-16%	i	2%	0%
COc1cc(NC(=O)C2C3C=CC(C3)C2C(=O)O)ccc1NC(=O)c1ccccc1 (stereo not given)	-6	0%	-12%	-21	-2%	-3%	-10%	17%	?
COc1cc(COCC(O)CN2CCN(Cc3ccccc3)CC2)cc(OC)c1OC (stereo not given)	2	-1%	9%	-9	5%	14%	-17%	14%	-5%
CCc1nc2ccc(C(=O)NCCCn3ccnc3)cn2c1N(CC)CCN(C)C	6	2%	2%	0	-3%	29%	i	21%	-1%
Cc1nc2sc(C(c3cccs3)N3CCC(C(N)=O)CC3)c(O)n2n1 (stereo not given)	6	2%	5%	1	0%	4%	-24%	3%	-3%
COc1ccc(OC)c2c(C)cc(C)nc12	1	-6%	5%	2	14%	1%	-7%	71%[activator]	13%
CCCCCCNC(=O)C(C(=O)OCC)C1CCCCC1 (stereo not given)	-4	-1%	-18%	17	-4%	-15%	-6%[57.5 µM]	-34%	0%
COC(=O)c1c(-c2ccc(N(C)C)cc2)sc2ccc(OC)cc12	134*	-6%	-2%	175	24%	10%	-41%[inhibitor]	11%	-7%
Cc1cccn2c(=O)c3cc(C#N)c(=O)n(-c4nnc(SCc5ccc(F)cc5)s4)c3nc12	-2	·	14%	·	·	-2%	-16%	2%	-3%
COc1ccc2c(c1)c(C(C)=O)c(C)n2C	4	-1%	0%	12	13%	0%	-46%	5%	4%
CC(=O)Nc1ccc(S(=O)(=O)NCc2ccc(C(=O)NCCN3CCCCCC3)cc2)cc1	-17	-1%	20%	-53*	-8%	3%	-1%[57.5 µM]	1%	0%
Cn1ncc2c(N3CCN(c4ccc(F)cc4)CC3)ncnc21	-11	·	1%	·	·	?	-44%[inhibitor]	1%	·

From PubChem
